# Screening results as filed in PubChem.
# T cell HTS: modulates CD8 T cell binding to vesicles; 2C CD8+ T cell-vesicle binding, flow cytometry; active compounds read low; calls only at 7 µM; AID 2052; 0.068% of 330,000 active;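 active means response, share of CD8 T cells binding vesicles, and their 90th percentile fluorescence all below set limits, cut at about 80% in these data, passing the limit was not always enough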
#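 Material: murine 2C transgenic CD8+ T lymphocytes / Also added: QL9-peptide-loaded Drosophila micro-vesicles bearing Ld, ICAM-1 and B7-1 / Schedule: binding step 1.5 h, 37 °C, antibody labelling 20 min, ice / Signal: flow cytometry, PE anti-B7-1 (FL2) versus Alexa647 anti-CD8 (FL8), PFA-fixed / Evaluation: percent CD8+ FL2 mean versus row control / Benchmarks: naked versus QL9-loaded vesicles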
# T cell HTS vesicle-bound %: also measured in T cell HTS; calls as there; double positive events, %; measured here: CD8+ vesicle-bound cell fraction;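 binding gate set so that unloaded-vesicle control wells show 10% double positive cells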
# The depositor's hits bear a star; i = inactive; + = active, no number.
cpd	Structure	T cell HTS	T cell HTS vesicle-bound %
1	COc1ccccc1Nc1nc(NCCCCO)nc(N2CCCC2)n1	i	34.7
2	Cc1ccc(NC(=O)CSc2ccc(-c3ccc(-n4cccn4)cc3)nn2)c(C)c1	i	34.7
3	CC1(C)CC2CC(C)(CN2C(=O)COC(=O)c2ccc(NC(=O)CC#N)cc2)C1 (stereo unspecified)	i	22.1
4	CCc1cccc2c(C(=O)CN3C(=O)NC4(CCCCCC4)C3=O)c[nH]c12	i	46.0
5	CN(CC(=O)NC(=O)NC1CCCCC1)CC(=O)Nc1ccc(Cl)cc1	i	69.9
6	O=C(O)c1ccc2ccc3ccccc3c2c1	i	23.3
7	COc1ccccc1-c1cn[nH]c1-c1ccc(OCC(=O)NN)cc1O	i	12.9
8	CCOc1ccccc1N1CCN(C(=O)C2CSC3(C)CCC(=O)N23)CC1 (stereo unspecified)	i	41.2
9	CCN(C(=O)COC(=O)c1cccs1)c1c(N)n(Cc2ccccc2)c(=O)[nH]c1=O	i	43.5
10	COc1ccc2sc(-c3ccccc3OC)c(C#Cc3cncn3C)c2c1	i	29.6
11	Cc1csc(Nc2nc(N)c(C(=O)Nc3ccccc3)o2)n1	i	25.0
12	CCC(=O)c1cn(CC(=O)Nc2ccc(OC)cc2)c2ccccc12	i	46.9
13	CCc1noc(C)c1C(=O)Nc1cc(S(=O)(=O)N2CCOCC2)ccc1OC(C)C	i	18.1
14	CCOc1ccc(CN(C)C(=O)Cc2c[nH]c3ccccc23)cc1	i	35.4
15	CCOc1cc(/C=C/C(=O)OCC(=O)NCCN2C(=O)CSC2=O)ccc1OCC(C)C	i	5.8
16	Clc1cccc(OCCOCCN2CCNCC2)c1Cl	i	58.1
17	COc1ccc(/C=N/NC(=O)c2cc(-c3cccc(C)c3)nc3ccccc23)cc1O	i	28.4
18	O=C(NNC(=O)c1ccc(O)c(Cl)c1)c1cccc(S(=O)(=O)N2CCOCC2)c1	i	41.1
19	CC(=O)Nc1ccc(NC(=O)CSc2ncc(C(=O)Nc3ccc(F)cc3)c(=O)n2C)cc1	i	32.6
20	C/C(=N\Nc1ccc(Cl)c(C(=O)O)c1)c1ccc(Br)s1	i	57.4
21	Cc1ccc(NC(=O)CN(C)C(=O)c2ccc(-n3cncn3)c([N+](=O)[O-])c2)cc1	i	26.9
22	COC(=O)c1ccc2c(C)c(C3(O)CCCCC3)[nH]c2c1	i	17.6
23	O=C(COC(=O)/C=C/c1ccco1)NC1CCCCC1	i	38.1
24	O=C1CN(C(=O)COC(=O)CCC(=O)c2ccc(Cl)cc2)c2ccccc2N1	i	37.9
25	CC(C)Cn1c(N)c(C(=O)COC(=O)CCNS(=O)(=O)c2ccccc2)c(=O)n(C)c1=O	i	23.0
26	CSCC[C@H](NC(=O)[C@H]1CC[C@H](CNC(=O)[C@@H]2CCCN2)CC1)C(=O)O	i	29.7
27	Cc1ccc(CNC(=O)c2ccc(N(C)S(=O)(=O)c3ccccc3)cc2)cc1	i	11.4
28	CCCCCCCCCCCCN1[C@@H](CC(=O)O)c2cc(C(F)(F)F)ccc2S1(=O)=O	i	19.4
29	O=C(Nc1cc(S(=O)(=O)N2CCOCC2)ccc1N1CCOCC1)c1ccc([N+](=O)[O-])s1	i	43.7
30	COC1Cc2ccccc2N(C(N)=O)c2ccccc21 (stereo unspecified)	i	57.3
31	Cc1cccc(C)c1NC(=O)CN(C)C(=O)c1ccccc1OCc1ccc(F)cc1	i	41.1
32	CN1CCN(S(=O)(=O)c2ccc(NN)nc2)CC1	i	43.8
33	Cc1ccc(-n2ccnc(SCC(=O)NCCc3ccccc3)c2=O)cc1F	i	43.7
34	O=C(Nc1ccc(Br)cc1)C1CC(c2c(F)cccc2Cl)=NO1 (stereo unspecified)	i	55.4
35	COc1cccc2c1O/C(=N\O)C(C(=O)Nc1cccc(Br)c1)C2 (stereo unspecified)	i	14.9
36	CCC(CC)C(=O)Nc1nnc(S(=O)(=O)Nc2ccc(OC)cc2)s1	i	49.5

# The list goes on, starting with the last 2 of the part before.
cpd	Structure	T cell HTS	T cell HTS vesicle-bound %
35	COc1cccc2c1O/C(=N\O)C(C(=O)Nc1cccc(Br)c1)C2 (stereo unspecified)	i	14.9
36	CCC(CC)C(=O)Nc1nnc(S(=O)(=O)Nc2ccc(OC)cc2)s1	i	49.5
37	CN(C)C(CNC(=O)CSc1nc2sc3c(c2c(=O)n1C)CCCC3)c1ccccc1 (stereo unspecified)	i	40.3
38	O=C(CC1C[C@H](C(=O)N2CCOCC2)[C@@]2(CCC3CCCC3)c3[nH]c4ccccc4c3CCN2C1=O)NCCc1ccccn1 (stereo partly specified)	i	22.1
39	Cc1c(NC(=O)c2ccc(Cl)c([N+](=O)[O-])c2)cccc1-n1cnnn1	i	17.0
40	O=C(OCc1nc2scc(-c3ccccc3)c2c(=O)[nH]1)c1ccco1	i	34.3
41	CCCCn1c(N)c(N(C)C(=O)C2CC(=O)N(Cc3ccco3)C2)c(=O)[nH]c1=O (stereo unspecified)	i	54.3
42	O=C(O)c1cccc2c1C(=O)c1ccc(Cl)cc1S2(=O)=O	i	53.5
43	CCOC(=O)CCCCCC(=O)Nc1ccc2c(c1)C(=O)N([C@H](C)CO)C[C@H](C)[C@@H](CN(C)C(=O)Nc1ccc(OC)cc1)O2	i	4.9
44	COC(=O)c1c(C)[nH]c(C(=O)COc2ccc3ccc(=O)oc3c2)c1C	i	50.8
45	C[C@@H](CN1CCC[C@H]1CN1C(N)=NC[C@@H]1Cc1ccccc1)N1C[C@@H](Cc2ccccc2)N(CCCC2CCCC2)C1=N	i	12.7
46	COc1ccc(-c2csc(NC(=O)CSCc3c(C)noc3C)n2)c(OC)c1	i	56.0
47	Cc1cc(Cl)ccc1NC(=O)COC(=O)CCNS(=O)(=O)c1ccccc1	+	2.6*
48	Cc1c(C)c(C)c(C(=O)CCc2cccc(NC(=O)CCC(=O)O)c2)c(C)c1C	i	9.0

# Along the list, from the results shown:
# Nos. 40–43 in T cell HTS: i, i, i, i
# Nos. 40–43 in T cell HTS vesicle-bound %: 34.3, 54.3, 53.5, 4.9

# Arranged by SMILES length (low to high): part of the list above
cpd	Structure	T cell HTS	T cell HTS vesicle-bound %
30	COC1Cc2ccccc2N(C(N)=O)c2ccccc21 (stereo unspecified)	i	57.3
32	CN1CCN(S(=O)(=O)c2ccc(NN)nc2)CC1	i	43.8
23	O=C(COC(=O)/C=C/c1ccco1)NC1CCCCC1	i	38.1
22	COC(=O)c1ccc2c(C)c(C3(O)CCCCC3)[nH]c2c1	i	17.6
42	O=C(O)c1cccc2c1C(=O)c1ccc(Cl)cc1S2(=O)=O	i	53.5
34	O=C(Nc1ccc(Br)cc1)C1CC(c2c(F)cccc2Cl)=NO1 (stereo unspecified)	i	55.4
35	COc1cccc2c1O/C(=N\O)C(C(=O)Nc1cccc(Br)c1)C2 (stereo unspecified)	i	14.9
36	CCC(CC)C(=O)Nc1nnc(S(=O)(=O)Nc2ccc(OC)cc2)s1	i	49.5
40	O=C(OCc1nc2scc(-c3ccccc3)c2c(=O)[nH]1)c1ccco1	i	34.3
47	Cc1cc(Cl)ccc1NC(=O)COC(=O)CCNS(=O)(=O)c1ccccc1	+	2.6*
44	COC(=O)c1c(C)[nH]c(C(=O)COc2ccc3ccc(=O)oc3c2)c1C	i	50.8
27	Cc1ccc(CNC(=O)c2ccc(N(C)S(=O)(=O)c3ccccc3)cc2)cc1	i	11.4
39	Cc1c(NC(=O)c2ccc(Cl)c([N+](=O)[O-])c2)cccc1-n1cnnn1	i	17.0
48	Cc1c(C)c(C)c(C(=O)CCc2cccc(NC(=O)CCC(=O)O)c2)c(C)c1C	i	9.0
28	CCCCCCCCCCCCN1[C@@H](CC(=O)O)c2cc(C(F)(F)F)ccc2S1(=O)=O	i	19.4
41	CCCCn1c(N)c(N(C)C(=O)C2CC(=O)N(Cc3ccco3)C2)c(=O)[nH]c1=O (stereo unspecified)	i	54.3
21	Cc1ccc(NC(=O)CN(C)C(=O)c2ccc(-n3cncn3)c([N+](=O)[O-])c2)cc1	i	26.9
25	CC(C)Cn1c(N)c(C(=O)COC(=O)CCNS(=O)(=O)c2ccccc2)c(=O)n(C)c1=O	i	23.0
29	O=C(Nc1cc(S(=O)(=O)N2CCOCC2)ccc1N1CCOCC1)c1ccc([N+](=O)[O-])s1	i	43.7
38	O=C(CC1C[C@H](C(=O)N2CCOCC2)[C@@]2(CCC3CCCC3)c3[nH]c4ccccc4c3CCN2C1=O)NCCc1ccccn1 (stereo partly specified)	i	22.1
45	C[C@@H](CN1CCC[C@H]1CN1C(N)=NC[C@@H]1Cc1ccccc1)N1C[C@@H](Cc2ccccc2)N(CCCC2CCCC2)C1=N	i	12.7
43	CCOC(=O)CCCCCC(=O)Nc1ccc2c(c1)C(=O)N([C@H](C)CO)C[C@H](C)[C@@H](CN(C)C(=O)Nc1ccc(OC)cc1)O2	i	4.9

# Continuation:
cpd	Structure	T cell HTS	T cell HTS vesicle-bound %
49	COc1ccc(CNC(=O)c2ccc(N3CCC4(CC3)CC(c3ccc(Cl)cc3)=NO4)c(NC(=O)Cc3ccc(F)cc3)c2)cc1	i	31.2
50	Cc1[nH]cnc1C(=O)N/N=C/c1c(Cl)cccc1Cl	i	18.0
51	O=C(Cn1nc(C(=O)O)c2ccccc2c1=O)Nc1cccc(S(=O)(=O)N2CCOCC2)c1	i	55.5
52	Cc1ccc(C(=O)NCC(=O)OCCCOC(=O)CNC(=O)c2ccc(C)cc2)cc1	i	28.3
53	Cc1ccc(S(=O)(=O)N(C)CC(=O)NNC(=O)Cc2ccccc2F)cc1	i	51.4
54	CN(c1ccccc1)c1cc(Br)nc(Br)c1	i	22.6
55	Cc1cc(Br)cc(C=Nc2ccc(N3CCOCC3)cc2)c1O	i	29.8
56	O=C(COC(=O)c1ccc(Br)o1)Nc1ncc([N+](=O)[O-])s1	i	14.9
57	O=C(Cc1ccc(S(=O)(=O)N2CCCC2)s1)Nc1cccc([N+](=O)[O-])c1	i	53.8
58	CN(Cc1ccc(Cl)c(Cl)c1)C(=O)c1cccc(S(=O)(=O)N2CCN(Cc3ccccc3)CC2)c1	i	42.4
59	COc1ccccc1C(CNC(=O)C1CC(=O)N(Cc2ccc(C)cc2)C1)N1CCCC1 (stereo unspecified)	i	49.1
60	COc1ccccc1NC(=O)Nc1nc(CC(=O)NCc2ccccn2)cs1	i	55.7
61	C[C@H](CO)N1C[C@H](C)[C@@H](CN(C)Cc2ccc(Cl)c(Cl)c2)Oc2c(NC(=O)CCC(F)(F)F)cccc2C1=O	i	11.8
62	CC(=O)c1cc(Cl)ccc1OCC(=O)Nc1cccc(S(=O)(=O)N2CCCC2)c1	i	34.6
63	COc1ccc(C(=O)CC(=O)C(=O)Nc2ccc(Cl)cc2)cc1	i	47.0
64	COc1ccc(-c2sc3ccc(N4CCOCC4)cc3c2C#CC(C)(C)O)cc1	i	37.3

# Only part of the results is shown; count on the stated rates, not on these rows.
